LmPK inhibitor: inhibitors of Leishmania mexicana pyruvate kinase; Q27686; purified LmPK, Kinase-Glo ATP luminescence, 1 h; Potency, µM (doses to about 57.5 µM), for the others: at the top dose activity change, negative = inhibition, most hits filed as inhibitors; 290,000 tested, 0.37% active; AID 1721; further: potency means the concentration at half of the fitted maximal effect; on the % scale 0 is the no-effect control and ±100 the full control effect
Target sequence (Q27686 whole entry, looked up): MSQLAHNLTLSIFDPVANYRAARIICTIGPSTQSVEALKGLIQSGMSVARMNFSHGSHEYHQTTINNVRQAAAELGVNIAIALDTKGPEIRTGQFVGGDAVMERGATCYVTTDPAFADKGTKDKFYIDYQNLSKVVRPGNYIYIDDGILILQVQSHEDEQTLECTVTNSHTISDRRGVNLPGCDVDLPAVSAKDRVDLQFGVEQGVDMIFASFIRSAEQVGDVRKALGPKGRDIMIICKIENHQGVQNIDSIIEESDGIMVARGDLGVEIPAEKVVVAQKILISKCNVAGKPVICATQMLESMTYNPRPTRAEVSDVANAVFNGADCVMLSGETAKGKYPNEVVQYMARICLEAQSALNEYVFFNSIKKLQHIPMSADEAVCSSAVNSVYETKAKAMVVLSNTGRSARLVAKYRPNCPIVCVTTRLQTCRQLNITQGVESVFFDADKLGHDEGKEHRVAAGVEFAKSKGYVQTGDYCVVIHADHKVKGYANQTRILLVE
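qHTS format; LmPK 0.1 nM; substrates PEP 0.5 mM and ADP 0.1 mM. One-hour room-temperature incubation, then coupled luciferase luminescence; 0.5 nM enzyme wells mark activation.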
Pf growth 96h: P. falciparum growth inhibition at 96 hours. P. falciparum luciferase reporter growth, 96 h. Potency, µM (highest dose often 28.7 µM), inactives show at the top dose activity change, negative = inhibition, most hits filed as inhibitors. 320,000 tested, 6.9% active. AID 504834; further: potency means the concentration at half of the fitted maximal effect; on the % scale 0 is the no-effect control and ±100 the full control effect
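Cell-based qHTS: luciferase-tagged P. falciparum in erythrocytes (2% hematocrit, 0.05% parasitemia final) incubated with compounds for 96 hours, 37 C, 5% CO2; luciferase detection reagent then added and luminescence measured.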
Tb PYK inh: blocks Trypanosoma brucei pyruvate kinase. 410,000 tested, 0.12% active. Potency, µM (top dose mostly 76.8 µM), for the others: at the top dose activity, negative = inhibition, hits mostly inhibitors. TbPYK enzyme, Kinase-Glo Plus ATP luminescence, 45 min. Q57TT1. AID 624173; further: potency means the concentration at half of the fitted maximal effect; on the % scale 0 is the no-effect control and ±100 the full control effect; nearly all actives have a fitted effect of over 50% in size
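Activity of T. brucei pyruvate kinase was followed by Kinase-Glo Plus luminescence after the enzyme reacted 45 min at room temperature with 130 uM ADP (final) and substrate. Test compounds were added before ADP at multiple concentrations.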
CHX counter: counter-screen hit for Shiga toxin inhibitors, cycloheximide. cell reporter, cycloheximide protein synthesis inhibition counterscreen. max response, %. 300,000 tested, 12% active; in the data active means max response mostly above about 13%, no sharp cut-off; inactive means mostly below about 14%; further: read at 38.3 µM for the half of the compounds with a filed dose; 0% is about no effect
Shiga toxin inh: blocks Shiga toxin action in Vero cells; AID 2315; Vero cells, Shiga toxin protein synthesis inhibition reporter; inhibition, % at 38.7 µM; 290,000 tested, 9.2% active; in the data active means inhibition mostly above about 28%, no sharp cut-off; inactive means mostly below about 43%; further: 0% is about no effect
Pf growth 48h: inhibits P. falciparum growth in the first generation, 48 h | 310,000 tested, 5.9% active | P. falciparum luciferase growth in erythrocytes, 48 h | Potency, µM (highest dose often 28.7 µM), inactives show top-dose activity change, negative = inhibition, most hits filed as inhibitors; further: potency means the concentration at half of the fitted maximal effect; on the % scale 0 is the no-effect control and ±100 the full control effect
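Parasite viability was followed by luminescence of a genomically integrated firefly luciferase. Cultures held 0.1% parasitemia at 2% hematocrit (final), incubated under 5% CO2 at 37 C.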
AmpC no deterg: AmpC beta-lactamase inhibition without detergent; AmpC nitrocefin hydrolysis, absorbance 480 nm, 0.0001% Triton; 330,000 tested, 0.52% active; Potency, µM (highest dose often 57.1 µM), for inactives: at the highest dose activity change, negative = inhibition, hits mostly inhibitors; AID 485341; P00811;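 further: potency means the concentration at half of the fitted maximal effect; plate controls were no compound for no effect and no enzyme for full effect; nearly all actives have a fitted effect of over 20% in size; some results filed as inactive show a strong effect at the top dose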
Target sequence (P00811 whole entry, looked up): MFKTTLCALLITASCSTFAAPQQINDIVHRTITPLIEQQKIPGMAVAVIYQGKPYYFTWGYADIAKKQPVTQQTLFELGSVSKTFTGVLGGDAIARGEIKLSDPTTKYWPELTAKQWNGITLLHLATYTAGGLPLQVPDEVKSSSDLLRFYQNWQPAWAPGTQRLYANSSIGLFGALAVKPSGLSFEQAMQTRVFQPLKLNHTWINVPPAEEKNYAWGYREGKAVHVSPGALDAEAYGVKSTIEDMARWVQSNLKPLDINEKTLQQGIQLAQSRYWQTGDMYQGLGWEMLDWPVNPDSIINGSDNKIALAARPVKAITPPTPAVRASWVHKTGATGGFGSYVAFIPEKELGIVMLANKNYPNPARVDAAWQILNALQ
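AmpC (5.3 nM in the dispensed reagent) in 20 mM phosphate pH 7.0 with 0.01% (detergent screen) or 0.0001% Triton X-100 was preincubated with compounds for 15 min at room temperature. Nitrocefin was then added from an 800 uM solution, and hydrolysis was followed at 480 nm.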
* hit, by the source's call; ? = inconclusive; · = not tested or not shown; [ ] = remark or other dose. Unless noted, the call rests on the fitted dose curve; in most records, active means well fitted curve in the direction sought with a large enough effect; inconclusive means small, poorly fitted or top-dose-only effect, or another doubt; inactive means no such curve, though single readings can be large; an effect the other way counts as inactive or inconclusive.

SMILES | LmPK inhibitor | Pf growth 96h | Tb PYK inh | CHX counter | Shiga toxin inh | Pf growth 48h | AmpC no deterg
C=CCC1c2cccc(C(=O)O)c2C(=O)N1c1cccc(C)c1 (stereo not drawn) | -2.9% | 8.0% | -8.5% | -4.9 | 23.4 | 0.5% | -14.7%
O=C(/C=C/c1ccco1)N1CCN(S(=O)(=O)c2ccc(F)c(F)c2F)CC1 | 0.1% | ? | -4.1% | 11.3 | -7.2 | ? | -6.8%
Cc1ccnc(NS(=O)(=O)c2ccc(NC(=O)/C=C/c3ccccc3)cc2)n1 | 4.3% | 18.1% | -2.5% | -0.8 | 0.2 | 6.5% | -51.5%
CCCN(C(=O)CSc1nnc2ccccn12)C1CCS(=O)(=O)C1 (stereo not drawn) | · | -25.7% | 7.6% | · | · | 2.7% | -11.5%
CC(C)CCN1C(=O)c2ccc(C(=O)OCn3nnc4ccccc4c3=O)cc2C1=O | -0.5% | 9.0% | 0.8% | -2.6 | -9.7 | 35.4%[activator] | -9.1%
Oc1ccc(Cl)cc1CN1CCN(Cc2ccccc2)CC1 | -0.7% | · | 3.4% | -1.5 | 14.3 | 1.47µM* | -12.4%
Cc1cc(=O)oc2cc(NC(=O)COc3cccc(C(F)(F)F)c3)ccc12 | · | ? | 0.7% | · | · | ? | -52.5%
CCOC(=O)Cc1csc(NC(=O)COc2cccc(C)c2)n1 | 11.0% | -21.7% | -8.1% | -1.1 | -5.1 | -9.6% | -25.9%
COc1ccc(NC(=O)CNc2cc(S(=O)(=O)N3CCOCC3)ccc2NCC2CCCO2)cc1 (stereo not drawn) | 0.2% | ? | -3.1% | 12.3 | 14.5 | -29.9% | 108.8%[activator]
CCn1c(=O)c(C(=O)NNS(=O)(=O)c2ccc(C)cc2)c(O)c2ccccc21 | 0.9% | 34.2%[activator] | -12.4% | -3.3 | -8.5 | 1.7% | -30.3%
CCc1cc(=O)oc2cc(OCC(N)=O)c(Cl)cc12 | -0.7% | · | -0.3% | -3.7 | -23.1 | -1.6% | -13.0%
O=C(Cn1c(=O)oc2ccccc21)Nc1ccc(Cl)cc1 | 5.6% | 38.9%[activator] | 6.2% | 5.4 | · | 24.3% | -35.7%
CCc1ccc(C(=O)CCC2CCCCC2=O)cc1 (stereo not drawn) | 10.0% | 28.9% | 5.0% | 36.0* | 95.8* | · | -10.0%
CC(=O)Nc1ccc(NC(=O)CCCCCn2nnc3ccccc3c2=O)cc1 | 10.3% | -7.9% | -1.5% | 1.9 | -3.2 | -8.9% | -26.1%
O=C(OCc1ccc(F)cc1)c1ccc2ccccc2n1 | 0.8% | 0.0% | 6.3% | 25.0* | 45.7* | 18.4% | -42.1%[11.4 µM]
Cn1c(=O)c(=O)n(C)c2cc(N3CCCCC3)c(NS(=O)(=O)c3ccc(Br)cc3)cc21 | 1.9% | -10.9% | 5.7% | 0.2 | -13.7 | -37.5% | 36.9%[activator]
CCN(CC)CCn1c(=O)n(-c2ccc(Cl)cc2)c(=O)c2c3c(sc21)CN(C)CC3 | 9.3% | -14.8% | -16.6% | 2.1 | 51.6 | 4.65µM* | 100.3%[activator]
CCc1ccccc1NC(=O)CSc1nc2c(c(-c3ccco3)c1C#N)CCCC2 | 0.4% | · | -6.3% | -4.0 | -7.4 | 5.9% | -10.0%
CCc1ccc(OCCn2cccn2)cc1 | 3.8% | 3.1% | 5.2% | 34.1* | 59.4* | 58.6%[activator] | -9.1%
Cc1cccc(NC(=O)CN2CCN(C(=O)c3ccc(-c4nc5ccccc5s4)o3)CC2)c1C | · | ? | -8.8% | · | · | 5.0% | -17.9%
Cc1nc2ccc(NC(=S)N3CCOCC3)cc2nc1C | 0.3% | 31.8%[activator] | -0.3% | 2.3 | -2.8 | 24.1% | -5.6%[2.29 µM]
Cc1c(/C=N\NC(=O)c2ccc([N+](=O)[O-])cc2)cnn1C | 0.0% | 13.5% | -4.1% | 0.8 | 10.4 | -5.2% | -30.5%
COc1ccc(/C=C(/NC(=O)c2cccs2)C(=O)N2CCOCC2)cc1OC | -0.4% | 43.4%[activator] | -2.9% | 3.0 | 3.8 | 7.9% | -2.6%
CCc1nnc(NC(=O)CCC(=O)N2CCCC2)s1 | 0.6% | -8.4% | 1.2% | -5.2 | -4.8 | 2.2% | -3.8%
C[C@@H]1CC[C@H]2[C@@H](C)C(=O)O[C@@H]3O[C@@]4(C)CC[C@@H]1[C@]32OO4 | -11.7% | 0.0033µM* | 0.7% | -0.7 | -1.4 | 0.0033µM* | 22.6%
SMILES | LmPK inhibitor | Pf growth 96h | Tb PYK inh | CHX counter | Shiga toxin inh | Pf growth 48h | AmpC no deterg
O=C(CSc1nc2ccccc2c(=O)n1-c1ccc(Cl)cc1)N/N=C/C=C/c1ccccc1[N+](=O)[O-] | 0.1% | 9.28µM* | -0.9% | -3.0 | -8.3 | ? | -25.2%
O=c1c2[nH]c3ccccc3c2ncn1CCN1CCCCC1 | -4.9% | 27.6% | -0.3% | -4.5 | -7.8 | 27.5% | -10.9%
COC(=O)c1ccc2nc(NC(=O)COC(=O)CSc3nc(C)cc(C)n3)sc2c1 | 0.5% | 4.1% | -6.3% | 31.2* | 64.9* | 76.5%[activator] | -20.2%
CCCN(C(=O)COC(=O)CCOc1ccccc1)c1c(N)n(Cc2ccccc2)c(=O)[nH]c1=O | · | ? | 0.7% | · | · | 26.4% | -23.4%
ClCCNc1nc2ccc(Cl)cc2[nH]1 | 2.2% | 11.3% | -1.3% | 18.7* | 14.7 | 52.9%[activator] | -10.4%
O=C(NCc1ccccn1)Nc1ccc(Cl)c(Cl)c1 | 2.9% | 37.9%[activator] | 3.6% | 25.8* | 54.6* | 20.3% | -25.1%
O=C(Nc1ccc(Cl)cc1)c1nc[nH]c1C(=O)N1CCc2ccccc2C1 | · | -16.9% | 3.0% | · | · | 14.3% | -16.7%
O=C1C=C(c2ccc(F)nc2)C[C@@H](c2ccc3c(c2)OCO3)C1 | · | ? | -1.2% | · | · | 3.8% | -21.7%
c1ccc2c3c([nH]c2c1)C(C1CCCCC1)N(Cc1ncc[nH]1)CC3 (stereo not drawn) | 3.0% | ? | -5.0% | 8.6 | -4.7 | 2.08µM* | -10.9%
CCCCC(NC(=O)COc1cc2c(c3oc(=O)cc(C)c13)CCC(C)(C)O2)C(=O)O (stereo not drawn) | 5.0% | ? | 0.8% | -2.6 | 0.5 | ? | -16.3%
O=C(OCCOCCN=C1NS(=O)(=O)c2ccccc21)c1ccncc1 | 0.0% | ? | -2.4% | -10.1 | -11.5 | -1.6% | -1.6%
Cc1ccc(CSc2nc(N)cc(N)n2)cc1 | 0.1% | 1.3% | 2.4% | 25.0* | · | 93.2%[activator] | -18.9%
O=C1C(Oc2ccccc2)C(c2ccc3c(c2)OCO3)N1CCc1ccc(F)cc1 (stereo not drawn) | 1.2% | 0.0% | -0.9% | 4.1 | 1.7 | ? | 0.3%
COc1ccccc1C(=O)N(Cc1cccs1)C1CCS(=O)(=O)C1 (stereo not drawn) | 3.0% | 5.3% | -0.9% | -4.3 | -3.4 | ? | 28.8%
COc1ccccc1/C=C/C(=O)NCC(=O)N/N=C(/C)c1ccco1 | 1.6% | 69.4%[activator] | -1.7% | -5.0 | -6.6 | 9.1% | -24.7%
CCc1ccc(/C=C2/Sc3ccccc3N(CC(=O)NCCCOC)C2=O)cc1 | 7.4% | -6.9% | · | -3.5 | -3.3 | ? | 4.0%[11.4 µM]
COc1cc(/C=C/C(=O)OCC(=O)N2CCN(S(=O)(=O)c3ccc(C)cc3C)CC2)cc(Cl)c1OC | · | -3.0% | -5.8% | · | · | -21.5% | -22.7%
O=[N+]([O-])c1ccc(-c2cc(-c3ccncc3)nc3ccc4ccccc4c23)cc1 | 8.2% | -12.1% | 5.6% | -2.2 | 9.1 | -3.1% | -5.2%
COc1ccc(CNC(=S)Nc2ccccc2Cl)cc1 | -4.3% | -8.8% | -1.3% | 10.0 | 6.8 | 18.6% | -30.1%
C=CCc1cc(C)cc(C)c1OCCn1cncn1 | 1.2% | · | -1.6% | -1.2 | 0.5 | -4.6% | -1.6%
COc1ccc([C@@H]2CC=C(C(=O)O)[C@H](c3cccc(Cl)c3)N2S(=O)(=O)c2ccc(Cl)cc2)cc1 | · | ? | 0.0% | · | · | ? | -25.4%
CC(=O)Nc1ccc(NC(=S)Nc2ccc(Br)cc2)cc1 | 0.0% | 4.3% | -6.5% | -1.6 | -0.4 | 24.0% | -23.2%
O=C(COC(=O)c1cc2c(s1)CCC2)Nc1ccc(F)cc1 | 6.2% | 18.1% | -2.8% | -2.9 | -3.9 | -3.1% | -44.5%
COc1ccc(NC(=S)N2CCC(N(C)CC3CCCO3)CC2)cc1Cl (stereo not drawn) | -8.8% | 6.57µM* | -18.0% | 0.7 | -3.8 | 35.8%[activator] | -26.6%
CCS(=O)(=O)Nc1ccc(-c2nnc(SCC(=O)c3cccc(OC)c3)o2)cc1 | 7.2% | 46.3%[activator] | -15.6% | -3.9 | -3.7 | 16.1% | -8.1%

Reprinted from the part before: 2 entries, followed by the next part.
SMILES | LmPK inhibitor | Pf growth 96h | Tb PYK inh | CHX counter | Shiga toxin inh | Pf growth 48h | AmpC no deterg
COc1ccc(NC(=S)N2CCC(N(C)CC3CCCO3)CC2)cc1Cl (stereo not drawn) | -8.8% | 6.57µM* | -18.0% | 0.7 | -3.8 | 35.8%[activator] | -26.6%
CCS(=O)(=O)Nc1ccc(-c2nnc(SCC(=O)c3cccc(OC)c3)o2)cc1 | 7.2% | 46.3%[activator] | -15.6% | -3.9 | -3.7 | 16.1% | -8.1%
Cc1c(NC(=S)NC(=O)C(C)(C)C)c(=O)n(-c2ccccc2)n1C | -0.2% | 18.7% | 1.2% | 8.7 | -3.8 | -9.8% | -26.1%
CCOc1ccc(C2NC(=O)c3n[nH]c(C)c32)cc1 (stereo not drawn) | 7.8% | ? | 1.2% | -3.4 | -9.4 | · | -7.7%
O=C(Cn1nc(-c2ccccc2Cl)ccc1=O)Nc1ccc(Br)cc1 | 7.7% | ? | 0.0% | 9.6 | -5.5 | 2.4% | -24.7%
COCCn1c(N)c(Sc2ccccc2[N+](=O)[O-])c(=O)[nH]c1=O | -6.6% | 30.7%[activator] | 17.6% | -4.0 | 0.9 | ? | -2.6%
COc1ccc(NS(=O)(=O)c2ccc(C)c(C(=O)O)c2)cc1 | 7.1% | -43.8% | -1.5% | 1.9 | 18.3 | 48.4%[activator] | -20.0%
CC(C)N(C(=O)COC(=O)c1cc(Cl)cc(Cl)c1N)C(C)C | 9.6% | -14.0% | 3.0% | 8.7 | -8.2 | · | 29.0%
Cc1ccc(C2=NN(CC(=O)O)C(=O)CC2)cc1 | 0.7% | 0.0% | -8.7% | -3.2 | 5.5 | · | -10.5%
CCC(C)(C)n1nnnc1C(c1cccs1)N1CC=C(c2ccc(F)cc2)CC1 (stereo not drawn) | 0.3% | ? | 0.0% | -4.8 | -12.5 | 7.38µM* | -38.7%
O=C(NCc1nnnn1-c1ccc(Cl)cc1)c1ccc(Br)o1 | · | 0.4% | 0.3% | · | · | -1.1% | -10.0%
CSc1ncccc1C(=O)NC(C)C1CC2CCC1C2 (stereo not drawn) | 1.4% | 0.7% | 5.0% | -0.7 | -11.5 | -10.6% | 99.4%

From PubChem
